Screens (PubChem)
VIM-2 inhibitor = inhibitors of Pseudomonas aeruginosa VIM-2 metallo-beta-lactamase. inhibition, % at 5.6 µM. hit rate 0.89% among 290,000. purified VIM-2, nitrocefin hydrolysis, epi-absorbance fluorescence;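 active means inhibition above the mean of all tested compounds plus 3 SD, cutoff set per screening run, cut at about 7.5% in these data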;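 further: red hydrolysis product quenches plate fluorescence so inhibitors raise well fluorescence; 0% = enzyme with DMSO and 100% = DMSO without enzyme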
GalR3 antagonist = human GalR3 antagonism; O60755; HEK293 GalR3-CNG cAMP membrane potential fluorescence; galR3 body fused to GalR1 C-terminus; inhibition, % at 3 µM; hit rate 0.44% among 360,000;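 active means inhibition above the screen-wide average plus 3 SD, cut at about 13% in these data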;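 further: forskolin and galanin both at EC90 stimulate the cells; cAMP rise reported by CNG channel membrane potential dye signal; 0% = forskolin plus galanin with DMSO and 100% = forskolin alone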
Target sequence (O60755 1-299 limits assumed): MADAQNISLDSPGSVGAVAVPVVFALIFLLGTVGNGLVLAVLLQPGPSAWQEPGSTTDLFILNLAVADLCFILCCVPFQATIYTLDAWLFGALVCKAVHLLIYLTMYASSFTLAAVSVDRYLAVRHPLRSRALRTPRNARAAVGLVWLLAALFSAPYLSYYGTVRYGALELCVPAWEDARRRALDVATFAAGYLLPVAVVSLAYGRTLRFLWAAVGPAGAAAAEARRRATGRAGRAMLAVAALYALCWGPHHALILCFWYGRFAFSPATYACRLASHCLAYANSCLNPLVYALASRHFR
NS3 helicase inh = blocks Hepatitis C virus NS3 helicase unwinding. NS3 helicase DNA unwinding, Cy5 molecular beacon fluorescence. inhibition, % at 10.9 µM. hit rate 0.56% among 290,000. AID 1800;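 active means inhibition above the mean of all tested compounds plus 3 SD, set per campaign, cut at about 35% in these data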;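 further: 0% = DMSO wells and 100% = thioflavine S control wells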
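Assay system – hepatitis C virus NS3 helicase domain fragment enzyme · Buffer or medium – MOPS pH 6.5, MgCl2, DTT, Tween20, BSA · Reagent – Cy5/quencher beacon DNA duplex and ATP to start · Compound – single 10.9 µM dose · Timing – 1 h at 25 °C · Technique – Cy5 beacon fluorescence read at start and 1 h · Measure – % inhibition of unwinding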
V1R ag counter = activates human V1a receptor in oxytocin agonist counter-screen; P37288; CHO-V1R cells, Fluo-8 calcium fluorescence, agonist mode; 0% DMSO, 100% 3 nM vasopressin; activation, % at 3 µM; hit rate 0.25% among 320,000;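 active means activation above the mean activation of all tested compounds plus 3 SD, per screening run, cut at about 20% in these data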;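 further: signal is peak over basal fluorescence ratio across a 100 second FLIPR read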
PHOSPHO1 block = inhibitors of human PHOSPHO1 phosphatase. hit rate 1.1% among 290,000. Q8TCT1. recombinant PHOSPHO1, absorbance phosphatase assay. inhibition, % at 13.3 µM; in the data active means inhibition above about 60%
Target sequence (Q8TCT1 whole entry, looked up): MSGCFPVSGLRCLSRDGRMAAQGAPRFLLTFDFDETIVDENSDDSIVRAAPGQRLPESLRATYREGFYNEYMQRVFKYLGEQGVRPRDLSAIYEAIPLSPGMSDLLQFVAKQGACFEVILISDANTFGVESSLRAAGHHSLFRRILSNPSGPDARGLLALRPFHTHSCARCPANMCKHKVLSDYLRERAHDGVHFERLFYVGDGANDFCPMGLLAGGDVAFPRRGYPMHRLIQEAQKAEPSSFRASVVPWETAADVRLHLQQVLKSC
IMP-1 inh = inhibitors of Pseudomonas aeruginosa IMP-1 metallo-beta-lactamase | purified IMP-1, nitrocefin hydrolysis, epi-absorbance fluorescence | inhibition, % at 5.6 µM | hit rate 0.45% among 290,000 | AID 1556;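 active means inhibition above the mean plus 3 SD of all compounds in the same screening run, cut at about 4.5% in these data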;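 further: 0% = IMP-1 with DMSO and 100% = DMSO wells lacking enzyme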
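System: purified IMP-1 / Input: IMP-1 dispensed at 0.2 nM / Medium: 50 mM HEPES pH 7.1, 50 µM ZnSO4, 0.05% Brij 35 / Timing: 15 min enzyme–compound preincubation, then 25 min nitrocefin reaction, 25 °C / Technique: plate fluorescence quenching by hydrolysis product, ex 480/em 530 nm / Repeats: singlicate testing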
OXTR ag = agonists of human oxytocin receptor | hit rate 0.32% among 320,000 | activation, % at 3 µM | CHO-OTR cells, Fluo-8 calcium fluorescence; normalized: DMSO 0%, oxytocin 100%;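 active means activation above the mean of all tested compounds plus 3 SD, cutoff set per screening run, cut at about 20% in these data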;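 further: peak over basal fluorescence ratio from a 100 s FLIPR kinetic read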
Target sequence (P30559 whole entry, looked up): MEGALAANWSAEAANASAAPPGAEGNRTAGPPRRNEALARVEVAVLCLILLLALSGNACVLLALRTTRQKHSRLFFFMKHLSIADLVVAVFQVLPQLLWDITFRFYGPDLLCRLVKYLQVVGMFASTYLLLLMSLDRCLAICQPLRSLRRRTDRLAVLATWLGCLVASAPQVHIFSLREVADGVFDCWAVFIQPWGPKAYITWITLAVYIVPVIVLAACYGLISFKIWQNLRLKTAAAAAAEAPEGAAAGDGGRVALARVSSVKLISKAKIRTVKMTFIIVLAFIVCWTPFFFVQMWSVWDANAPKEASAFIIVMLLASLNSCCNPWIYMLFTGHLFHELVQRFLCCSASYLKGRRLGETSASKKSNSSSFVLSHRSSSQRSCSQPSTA
FID counter = displaces DNA intercalator in HCV helicase counter-screen | inhibition, % at 7.9 µM | DNA fluorescent intercalator displacement, fluorescence | hit rate 0.17% among 290,000; in the data active means inhibition above about 37%;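 further: 0% = vehicle and 100% = reference compound; higher means more ethidium bromide displaced from hairpin DNA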
GPR7 antag = antagonists of human GPR7 (neuropeptides B/W receptor 1); inhibition, % at 4.4 µM; GPR7-expressing cells, fluorescence antagonist assay; hit rate 1.1% among 290,000; in the data active means inhibition above about 16%, passing the limit was not always enough;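 further: cells stimulated with the agonist NPW; 0% = agonist with vehicle and 100% = vehicle without agonist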
* marks the source's active call; other numbers are inactive results; · = not tested or not shown. No enrichment for hits. Share with any hit: about 4.3%.

SMILES	VIM-2 inhibitor	GalR3 antagonist	NS3 helicase inh	V1R ag counter	PHOSPHO1 block	IMP-1 inh	OXTR ag	FID counter	GPR7 antag
CC1(C)C=C2[C@H]3CC[C@@H]4[C@@]5(C)CCC(=O)C(C)(C)[C@@H]5CC[C@@]4(C)[C@]3(C)CC[C@@]2(C(=O)O)CC1	-0.6	-2	0	0.1	-1	-0.3	1.0	-5	8
Cc1ccc(N(CC(=O)NCc2ccco2)C(=O)CCC(=O)Nc2nccs2)cc1C	-0.3	-8	-10	2.3	-15	-1.6	0.1	-38	10
O=C(COc1ccc([N+](=O)[O-])cc1)N1CCc2ccccc2C1	-1.8	-8	2	0.3	19	-2.3	-0.9	-5	-8
C=CCCCCCCCCC(=O)NN	-1.5	3	3	1.1	-3	-2.4	-0.7	-8	-8
CCc1nc(C#N)c(N2CCCCC2)o1	-4.7	4	-12	0.8	3	-3.3	0.1	5	-9
Cc1cc(C)n2nc(C)c(Br)c2n1	-0.6	0	12	1.5	12	-2.4	-0.2	-1	-4
O=C(C(=O)c1cccnc1)c1cccnc1	-0.6	-6	-6	1.4	0	-2.9	0.7	4	-13
O=C(CSc1cn[nH]n1)Nc1ccc(O)c(C(=O)O)c1	-0.5	-5	-4	-0.1	19	-3.0	0.1	2	-7
CCSc1nnc2n1C(C)(C)Cc1ccccc1-2	0.1	-6	1	-0.4	35	-2.1	-0.8	-7	-5
COC(C(=O)Nc1ccnn1C1CCN(Cc2ccc(C)o2)CC1)c1ccccc1 (stereo not given)	-0.4	2	7	·	47	-2.0	·	5	-8
Cc1nc(SCC(=O)NC(=O)NC(C)(C)C)nc(C)c1C	-1.9	0	1	1.1	34	-2.2	0.0	-17	-3
COc1ccc(CNC(=O)C/C(C)=N/NC(=O)COc2ccccc2)cc1	-6.2	-3	-6	5.6	41	-2.3	-1.1	-11	-9
CC(C)CNS(=O)(=O)c1ccc(CCC(=O)Nc2ccc3c(c2)OCCO3)cc1	-1.8	8	0	2.0	23	-5.0	0.1	-20	-7
Cc1ccnc(N(C(=O)Nc2ccccc2)C2=NCC(C)(C)S2)c1	-0.6	-1	4	5.3	-21	-5.1	1.7	-5	-7
CCCn1c(SCC(=O)N2c3ccccc3CC2C)nnc1-c1ccco1 (stereo not given)	-1.9	-2	2	0.9	18	-3.3	1.2	-34	-9
COc1ccc(-c2nnc(NC(=O)c3ccccc3[N+](=O)[O-])s2)c(OC)c1	-2.5	·	21	0.5	-83	-1.9	0.8	-9	5
O=C(CCN1CCN(c2ccccc2)CC1)NNC(=O)c1cccc2ccccc12	-3.1	-7	6	-0.5	7	-2.2	-0.7	-1	1
O=C(NCc1csc2ccc(Cl)cc12)Nc1ccccc1	-1.9	0	2	1.5	-15	-3.4	0.8	-5	-15
O=C(CCNC(=O)c1ccc([N+](=O)[O-])cc1)Nc1ccc(F)cc1F	0.6	-8	2	0.6	38	1.8	-1.8	-4	13
Cc1ccsc1/C=C1\SC(=S)N(CC2CCCO2)C1=O (stereo not given)	-1.1	-3	7	1.4	37	-3.0	-1.1	-9	-8
CC(C(=O)NN)c1ccc([N+](=O)[O-])cc1 (stereo not given)	-2.1	4	-1	2.6	21	-2.6	0.5	0	3
S=c1[nH]nc(COc2ccccc2)n1/N=C/c1ccc(Cl)c(Cl)c1	-2.2	-10	12	0.6	-76	-0.3	-0.3	-26	-4
COc1ccc(S(=O)(=O)NCC(=O)N(CC(=O)NC(C)(C)C)Cc2cccs2)cc1	-3.4	4	3	6.2	4	-0.9	-0.2	3	-2
COc1ccc(S(=O)(=O)N(C)CC(=O)Nc2cccc(C(C)=O)c2)cc1C	-2.5	-3	-4	3.7	-3	-3.5	2.7	-18	-4
O=S(=O)(NC1=NCCC1)c1ccc(F)cc1	-2.7	-4	-2	2.1	13	-1.3	0.6	-4	-15
NS(=O)(=O)c1ccc(N/N=C/c2ccc(O)c(O)c2O)c([N+](=O)[O-])c1	1.4	-4	26	·	29	-0.9	·	0	-1
NNC(=O)CSc1c(-c2ccccc2)c2cc(Cl)ccc2[nH]c1=O	3.1	-4	10	·	24	-2.1	·	-46	-7
COc1ccc(C)cc1NC(=O)CCNC(=O)Cn1ccc2ccccc2c1=O	0.3	-8	4	2.4	35	-1.9	1.4	-21	-9
Oc1ccc(Cl)cc1/C=C/c1ccc2cccc(O)c2n1	-3.0	-1	12	·	30	-3.5	·	7	-12
O=C(CCc1ccccc1)Nc1ccc(NC(=O)C2CC2)nc1	-0.9	-5	1	1.0	18	1.3	1.0	-1	34*
COc1cc(/C=C2\SC(c3ccccc3)=NC2=O)cc(Cl)c1O	4.2	-5	-4	·	39	1.9	·	-10	-14
Cc1cc(NC(=O)COC(=O)CCS(=O)(=O)c2cc(Cl)ccc2Cl)no1	-3.8	-8	-7	0.6	15	-4.6	0.0	-17	4
COc1ccc2nc(NC(=O)C3CCCN(S(=O)(=O)c4cccs4)C3)sc2c1 (stereo not given)	-0.6	-5	-85	2.4	-14	0.9	1.1	-6	-16
O=C(Nc1nnc(-c2ccco2)o1)c1ccc(S(=O)(=O)N2CCOCC2)cc1	-2.8	-1	5	3.1	2	-2.7	0.0	-16	-10
O=C(Cc1c(F)cccc1Cl)Nc1ccc(S(=O)(=O)Nc2nccs2)cc1	-2.1	-8	4	0.6	-9	-0.6	-0.7	-18	-9
Cc1cccc(N/C(N)=N/c2nc(CSc3ccc(Cl)cc3)cc(=O)[nH]2)c1	-4.5	-5	13	0.8	2	-4.9	1.0	0	-5
O=C1N=c2ccccc2=C1c1sc(=S)n(NC(=O)c2ccccc2)c1O	-1.4	5	-4	-0.9	-2	-3.0	-3.5	18	-15
COC(=O)c1cnc2ccccc2n1	-0.4	-5	0	0.9	21	-2.8	0.2	1	-3
COCCNC(=O)Cn1nc(Cc2ccncc2)c2ccccc2c1=O	-2.4	-11	6	0.0	16	-1.3	0.3	-3	-2
O=C(CCC(=O)N1CCOc2ccc(Cl)cc21)N1CCN(c2ccccn2)CC1	-0.6	·	-11	0.9	18	-1.5	0.7	-33	11
CN(C)S(=O)(=O)c1ccc(Cl)c(NC(=O)COC(=O)c2cc(-c3ccccc3)nc3ccccc23)c1	-0.9	0	2	1.5	-8	-4.5	0.4	2	-7
COc1cc(C)ccc1OCc1cc(C(=O)N2CCC(c3ccc(F)cc3)C2)no1 (stereo not given)	-1.7	0	-12	-0.1	45	-2.4	-1.3	-25	-9
Cc1ccc(NC(=O)c2csc3c2CCCC3)cc1	-2.0	-4	8	4.5	5	-2.9	-2.2	-4	6
CNC(=O)CSc1nc(N)c2c3c(sc2n1)CCC3	2.1	4	-3	-0.1	24	-0.1	-0.7	0	2
CCOc1ccccc1Oc1coc2cc(O)ccc2c1=O	-0.6	4	3	1.9	8	-0.9	0.1	-5	-13

5 of these compounds in another layout:
Structure,VIM-2 inhibitor,GalR3 antagonist,NS3 helicase inh,V1R ag counter,PHOSPHO1 block,IMP-1 inh,OXTR ag,FID counter,GPR7 antag
O=C(CCN1CCN(c2ccccc2)CC1)NNC(=O)c1cccc2ccccc12,-3.1,-7,6,-0.5,7,-2.2,-0.7,-1,1
O=C(NCc1csc2ccc(Cl)cc12)Nc1ccccc1,-1.9,0,2,1.5,-15,-3.4,0.8,-5,-15
O=C(CCNC(=O)c1ccc([N+](=O)[O-])cc1)Nc1ccc(F)cc1F,0.6,-8,2,0.6,38,1.8,-1.8,-4,13
Cc1ccsc1/C=C1\SC(=S)N(CC2CCCO2)C1=O (stereo not given),-1.1,-3,7,1.4,37,-3.0,-1.1,-9,-8
CC(C(=O)NN)c1ccc([N+](=O)[O-])cc1 (stereo not given),-2.1,4,-1,2.6,21,-2.6,0.5,0,3

(next part)
SMILES	VIM-2 inhibitor	GalR3 antagonist	NS3 helicase inh	V1R ag counter	PHOSPHO1 block	IMP-1 inh	OXTR ag	FID counter	GPR7 antag
Cc1ccc(S(=O)(=O)c2nc(-c3ccco3)oc2N2CCC(C)CC2)cc1	-0.7	-5	1	-0.4	42	-0.7	0.4	-34	-17
Cc1ccc2nc(-c3ccccc3)c(NC(=O)c3ccco3)n2c1	-2.3	-5	-1	0.6	-6	-4.0	-0.1	-2	-4
CC(C)(C)NC(=O)C(Cc1ccccc1)N1C(=O)c2ccccc2C1=O (stereo not given)	-0.9	-3	-3	-0.3	40	-2.5	-1.3	-21	-7
Nc1ccccc1-c1ccccc1N	-3.8	0	1	0.8	45	-2.4	1.3	10	2
Cc1ccc(NC(=O)CCSc2nnc(Cc3ccccc3)o2)cc1	-1.3	1	-14	1.0	-11	-2.9	-0.9	-23	-7
Cc1ccc(S(=O)(=O)NCc2ccncc2)cc1C	-2.5	88*	-1	8.6	8	-1.6	15	2	8
CC1Cc2ccccc2N1C(=O)Cn1nnc(-c2ccccc2NC(=O)C2CCC2)n1 (stereo not given)	0.3	-8	-11	0.2	-1	-3.3	-0.7	0	-7
COc1ccccc1Cn1c(=S)[nH]c2cc(C(=O)NCCCN3CCOCC3)ccc2c1=O	-2.7	0	-55	0.9	20	-5.4	0.8	25	-6
O=C(O)c1ccc(CSc2nc3ccccc3c(=O)n2-c2ccccc2)cc1	-2.6	-6	11	1.2	-12	-4.2	2.7	-41	-10
COc1ccc(Cc2nnc(SC)[nH]c2=O)cc1OC	-4.8	-1	9	1.3	5	-4.0	0.6	-1	3
COc1ccc(NC(=O)CSc2nccn2Cc2ccc(F)cc2)c(OC)c1	-2.8	-2	-2	1.1	43	-2.7	-0.6	-32	-5
CCOc1ccc(/C=N/Nc2cc(=O)n(C)c(=O)n2C)cc1	-3.1	6	4	-1.5	-2	-3.0	-1.3	-4	-6
CCNc1nc(NCC)nc(ON=C(C)C)n1	-2.1	·	15	0.3	46	-2.8	0.1	-5	-13
Cn1c(SCC(N)=O)nnc1-c1cnccn1	0.5	-8	9	-0.3	15	-2.1	-1.2	-3	-8
CCOCCCNC(=S)N1CCC(NC(=O)c2ccco2)CC1	-0.6	3	4	1.3	46	-4.2	0.9	1	2
Cc1ccc(N=Cc2nc(-c3ccco3)oc2O)cc1	3.1	-3	16	-1.8	-12	1.0	-2.1	1	2
CCOC(=O)Cn1c(=NC(=O)CSC(C)=O)sc2cc(F)ccc21	-2.1	·	-1	-0.3	30	-3.0	-1.2	1	-2

Looked up by compound from the entries so far:
SMILES	VIM-2 inhibitor	GalR3 antagonist	NS3 helicase inh	V1R ag counter	PHOSPHO1 block	IMP-1 inh	OXTR ag	FID counter	GPR7 antag
COc1ccc(NC(=O)CSc2nccn2Cc2ccc(F)cc2)c(OC)c1	-2.8	-2	-2	1.1	43	-2.7	-0.6	-32	-5
CC(C)(C)NC(=O)C(Cc1ccccc1)N1C(=O)c2ccccc2C1=O (stereo not given)	-0.9	-3	-3	-0.3	40	-2.5	-1.3	-21	-7
